Bcl-B Bim block: inhibitors of Bim-Bcl-B interaction, human. Q9HD36. bead-based flow cytometry, Bim peptide-Bcl-B binding. inhibition, % at 10 µM. actives 0.073% (n = 190,000). AID 951;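 further: 0% = tracer peptide without compound and 100% = reference inhibitor peptide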
Bcl-XL Bim block: disrupts Bim peptide binding to human Bcl-XL | Q07817 | bead flow cytometry, fluorescence | inhibition, % at 10 µM | actives 0.04% (n = 190,000) | AID 1007
Target sequence (Q07817 whole entry, looked up): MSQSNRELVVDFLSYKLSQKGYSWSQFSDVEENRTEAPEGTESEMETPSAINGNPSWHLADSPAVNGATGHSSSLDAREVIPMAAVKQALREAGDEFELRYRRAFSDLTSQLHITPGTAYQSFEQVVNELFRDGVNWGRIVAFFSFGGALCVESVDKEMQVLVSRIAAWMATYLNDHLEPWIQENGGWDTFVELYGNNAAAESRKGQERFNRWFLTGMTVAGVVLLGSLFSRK
ABCB1 inh: blocks JC-1 efflux by human ABCB1 transporter; P08183; actives 0.067% (n = 190,000); inhibition, % at 6.6 µM; CCRF-Adr cells, flow cytometry; in the data active means inhibition above about 40%;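 further: 0% = vehicle and 100% = reference inhibitor; higher value means more JC-1 retained so stronger ABCB1 efflux block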
GSH bead fluor: GSH bead compound fluorescence profile | fluorescence (KMESF) at 10 µM | AID 1776 | actives 0.25% (n = 190,000) | GSH beads flow cytometry, compound fluorescence 488/530 nm; active compounds read high; in the data active means fluorescence above about 89;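 further: glutathione beads carrying GST-tagged Bcl family fusion proteins plus one bare bead set; values are compound well signal with DMSO vehicle wells as background; inactives centre near 16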
Bfl-1 Bim block: disrupts Bim binding to human Bfl-1 | Q16548 | Bead-based flow cytometry, Bim-Bfl-1 binding inhibition | inhibition, % at 10 µM | actives 0.12% (n = 190,000);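 further: 0% = wells without compound plus tracer and 100% = blocker peptide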
RGS4-Gao reg: human RGS4-Galphao interaction regulation | P09471 | Multiplexed bead flow cytometry, RGS4-Galphao binding; actives lie on both sides | binding response (% of control), % at 10 µM | actives 0.33% (n = 220,000) | AID 1415; in the data active means binding response below about 49% or above about 150%; inactive means in between;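 further: fluorescent Galphao activated with aluminum fluoride binding bead-coupled RGS4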
Target sequence (P09471 whole entry, looked up): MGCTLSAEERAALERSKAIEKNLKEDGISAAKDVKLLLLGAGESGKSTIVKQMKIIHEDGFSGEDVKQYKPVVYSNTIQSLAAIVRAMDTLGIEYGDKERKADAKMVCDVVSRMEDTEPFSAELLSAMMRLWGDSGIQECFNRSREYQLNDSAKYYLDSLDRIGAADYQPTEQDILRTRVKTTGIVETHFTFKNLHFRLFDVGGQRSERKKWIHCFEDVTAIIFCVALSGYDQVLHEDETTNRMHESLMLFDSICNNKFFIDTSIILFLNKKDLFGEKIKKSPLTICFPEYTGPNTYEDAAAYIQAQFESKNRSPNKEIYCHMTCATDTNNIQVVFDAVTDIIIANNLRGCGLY
ABCG2 inh: human ABCG2 inhibition, ABCB1 as counter-screen; actives 0.1% (n = 190,000); IgMXP3 cells, JC-1 efflux, flow cytometry; inhibition, % at 6.6 µM; AID 1325; Q9UNQ0;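 active means inhibition above 80%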;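 further: 0% = DMSO and 100% = nicardipine control wells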
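System: two drug-resistant human cell lines, ABCG2 and ABCB1; controls: nicardipine high and DMSO low controls; times: 10 min exposure at 25 °C with rotation, no wash; detection: flow cytometry of retained JC-1 fluorescence; read-out basis: percent efflux inhibition, scaled nicardipine 100% to DMSO 0%; doses: one concentration, 6.6 µM final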
RGS7-Gao reg: human RGS7-Galphao interaction regulation | actives 0.35% (n = 220,000) | Multiplexed bead flow cytometry, RGS7-Galphao binding; actives lie on both sides | binding response (% of control), % at 10 µM | P09471 | AID 1439; in the data active means binding response below about 49% or above about 150%; inconclusive means no clear call, values can overlap the other calls; inactive means in between;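 further: fluorescent Galphao held in activated GDP-AlF4 state binding bead-coupled RGS7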
Bim-Bcl-W: human Bim-Bcl-W interaction inhibition. Q92843. bead-based flow cytometry, Bim peptide-Bcl-W binding. inhibition, % at 10 µM. actives 0.02% (n = 190,000);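 further: 0% = bound tracer without compound and 100% = peptide blocker; higher means less fluorescent Bim peptide bound to Bcl-W beads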
Target sequence (Q92843 whole entry, looked up): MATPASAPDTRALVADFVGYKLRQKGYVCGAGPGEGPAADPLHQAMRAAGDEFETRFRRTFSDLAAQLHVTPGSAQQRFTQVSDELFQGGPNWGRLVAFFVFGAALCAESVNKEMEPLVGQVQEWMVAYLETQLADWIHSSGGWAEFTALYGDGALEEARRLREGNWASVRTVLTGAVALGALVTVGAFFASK
Bim-Bcl-2: human Bim-Bcl-2 interaction inhibition. Bead-based flow cytometry, Bim peptide-Bcl-2 binding. inhibition, % at 10 µM. actives 0.06% (n = 190,000). AID 950; in the data active means inhibition above about 40%; inconclusive means no clear call, values can overlap the other calls;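 further: 0% = no compound wells with probe peptide and 100% = reference peptide inhibitor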
Target sequence (P10415 whole entry, looked up): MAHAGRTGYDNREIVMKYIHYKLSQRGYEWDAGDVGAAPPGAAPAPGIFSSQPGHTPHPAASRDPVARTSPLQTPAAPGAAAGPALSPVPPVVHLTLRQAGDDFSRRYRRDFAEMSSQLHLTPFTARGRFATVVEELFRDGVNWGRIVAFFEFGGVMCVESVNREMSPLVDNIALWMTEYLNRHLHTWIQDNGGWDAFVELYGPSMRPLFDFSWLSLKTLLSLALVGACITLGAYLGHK
RGS8-Gao reg: modulates binding of RGS8 to human Galphao; AID 1423; multiplexed bead flow cytometry; actives lie on both sides; response (percent of control binding), % at 10 µM; actives 0.34% (n = 220,000); in the data active means response below about 60% or above about 140%; inactive means in between;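 further: Galphao activated as the GDP aluminium fluoride complex binding bead-coupled RGS8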
The depositor's hits bear a star; ? = inconclusive. Unless noted, no stated cut-off is given here; in the data, active means inhibition above about 40%.

SMILES	Bcl-B Bim block	Bcl-XL Bim block	ABCB1 inh	GSH bead fluor	Bfl-1 Bim block	RGS4-Gao reg	ABCG2 inh	RGS7-Gao reg	Bim-Bcl-W	Bim-Bcl-2	RGS8-Gao reg
COc1ccccc1-n1cc([C@@H]2C[C@H]3CN(c4ccccc4)C(=O)[C@]34CCCN24)cn1	-9	-6	2.1	21	-9	120	10	148	-8	-9	102
O=C(CNC(=O)c1ccco1)OCC(=O)c1ccccc1Cl	2	0	-0.1	22	2	98	0	98	5	0	99
COc1ccc(OC(C)C(=O)NCCC2=CCCCC2)cc1 (stereo not drawn)	-1	-3	0.2	15	-1	100	2	?	-3	-1	100
Cc1sc(NC(=O)CSC2=NCCS2)nc1-c1ccccc1	4	6	-0.2	19	7	103	9	97	5	6	104
CNC(=O)CSc1nc2[nH]ncc2c(=O)[nH]1	3	-3	0.8	20	-1	99	3	96	2	1	106
CC(C)NS(=O)(=O)c1ccc(CCC(=O)N2CCC(C(N)=O)CC2)cc1	-6	-2	0.5	14	-6	99	0	101	-4	-5	99
CCCCn1c(NC(=O)c2ccccc2)nc2ccccc21	-1	-5	0.7	22	-1	100	3	98	-1	-3	100
O=C(Cn1cnc2sc(-c3ccccc3)cc2c1=O)NCc1ccccc1	-2	1	-0.2	15	-4	101	0	109	0	-1	106
CNC(=S)N1CCC(NC(=O)C23CC4CC(CC(C4)C2)C3)CC1	-4	0	0.3	11	-3	104	2	106	0	-4	109
COc1cc(C(=O)OCC(=O)NCc2ccco2)cc(OC)c1OC	4	0	0.2	12	0	91	1	91	-4	-2	96
O=S(=O)(c1cnc[nH]1)N1CCCCCC1	-6	-8	2.0	22	-17	99	18	100	0	-7	103
O=C(O)c1ccc(NC(=S)NC2CCCCC2)cc1	-7	-5	-0.2	13	-10	103	-2	101	-3	-3	102
FC(F)Oc1ccc(/C=N/N2CCCCC2)c(OC(F)F)c1	-1	-5	0.7	14	4	103	4	?	-3	0	102
CC1CCCCN1S(=O)(=O)c1ccc(C(=O)Nc2ccccc2-c2nc3ccccc3[nH]2)cc1 (stereo not drawn)	-7	-7	0.1	13	-3	100	1	101	-6	-2	100
O=C(NCCCn1ccnc1)c1cn(-c2ccccc2)nc1-c1ccccc1	2	0	0.3	16	-2	99	4	109	0	-3	101
CCCc1c(O)nc(SC2CC(=O)N(c3cc(OC)ccc3OC)C2=O)[nH]c1=O (stereo not drawn)	-11	-1	0.8	25	-17	105	6	100	-5	-13	102
Cc1cc(N/C=C/C(=O)c2ccc(Br)cc2)no1	-8	-5	-0.2	11	2	95	-4	95	-4	0	94
COc1cc(C(=O)Nc2cccc(-c3nc4cc(C)ccc4o3)c2)cc(OC)c1OC	-15	-2	1.5	19	0	103	13	103	-5	2	107
Cn1cnnc1Sc1ccc(C(=O)OCC(=O)Nc2ccccc2)cc1[N+](=O)[O-]	0	-1	1.0	6	0	97	11	100	0	1	87
Cc1ccccc1Nc1nc(N)nc(CN2CCN(c3ccccn3)CC2)n1	-3	-8	0.1	35	-4	106	1	108	-4	-4	111
O=C(N/N=C/c1cccc(F)c1)c1csc2c1CCCC2	-4	0	0.2	22	-9	106	3	104	1	-4	102
COc1ccc(/C=N/NC(=O)CN2CCS(=O)(=O)CC2)cc1	-2	-1	1.2	18	0	104	3	102	-2	0	102
NNC(=O)CNC(=O)c1ccccc1F	-1	0	-0.1	15	1	100	0	98	-2	-2	98
CCC(CC)C(=O)Nc1c(C)n(C)n(-c2ccccc2)c1=O	-6	-3	1.5	15	-18	102	4	102	0	-4	104
Cc1ccc(NC(=S)N/N=C/c2ccc(OCCC(C)C)cc2)c(C)c1	-8	-5	-0.1	19	0	104	1	103	-8	-5	105
COc1ccc(NC(=O)NCCN2C(=O)C3C4C=CC(C4)C3C2=O)cc1 (stereo not drawn)	-8	-5	-2.7	24	-12	105	-4	104	0	-13	103
O=C(OC1CCc2ccccc2C1=O)c1ccccc1O (stereo not drawn)	-8	-5	0.7	22	-9	101	4	102	0	-6	100
Cc1noc(C)c1COc1ccc(C(=O)OCC(=O)NC2CCCCC2C)cc1 (stereo not drawn)	2	1	1.9	18	0	98	4	95	1	0	91
COc1ccc(N=c2oc3cc(O)ccc3cc2C(=O)NCC2CCCO2)cc1 (stereo not drawn)	-3	0	0.1	12	-5	96	1	97	6	0	101
Cc1nnc(NC(=O)c2ccc(S(=O)(=O)N(C)Cc3ccccc3)cc2)o1	-7	-5	2.9	23	-17	99	8	99	2	-11	99
CC(=O)Nc1cccc(C(=O)OC(C(=O)c2ccc(C)cc2)c2ccccc2)c1 (stereo not drawn)	1	4	0.1	17	0	111	0	111	14	11	109
CCCCNC(=O)COC(=O)c1c2c(nc3ccccc13)/C(=C/c1cccs1)CC2	-12	0	-0.7	4	3	94	-5	96	0	0	99
COc1cc(CNC(C)(C)CO)cc(Br)c1OCc1ccc(Cl)cc1	-5	-4	1.3	8	-1	111	9	114	-2	-3	102
Cc1cc(C)cc(CC2CC(=O)N(c3nc(C)cc(C)n3)C2=O)c1 (stereo not drawn)	-3	-3	0.3	17	-5	102	0	101	-5	-4	106
CCNC(=O)C(=O)Nc1ccc([N+](=O)[O-])cc1	-3	-2	0.2	14	0	99	1	96	0	0	101
COc1cc(NC(=O)C/C(C)=N/NC(=O)C(OC)c2ccccc2)c(OC)cc1Cl (stereo not drawn)	1	0	0.2	5	1	104	2	112	0	3	106
CCOC(=O)C1CCN(c2ncnc3c2cnn3-c2ccc(Cl)cc2)CC1	-3	-5	0.3	15	-7	103	6	104	-4	-4	102
COCCOCC(O)CN1CCN(c2ccc(C)cc2)CC1 (stereo not drawn)	-3	0	0.7	24	-7	88	3	85	0	-4	93
CC1CCN(C(=O)C(C)Sc2nc(-c3ccccc3)cc(C(F)(F)F)n2)CC1 (stereo not drawn)	-7	-7	1.1	10	-9	99	5	99	0	-8	98
N/C(=N\OC(=O)CCCOc1ccc(Cl)cc1Cl)c1ccccn1	-5	-2	1.1	19	-5	102	12	?	-6	-5	100

A different layout for some results above.
CCCCNC(=O)COC(=O)c1c2c(nc3ccccc13)/C(=C/c1cccs1)CC2
  Bcl-B Bim block = -12
  Bcl-XL Bim block = 0
  ABCB1 inh = -0.7
  GSH bead fluor = 4
  Bfl-1 Bim block = 3
  RGS4-Gao reg = 94
  ABCG2 inh = -5
  RGS7-Gao reg = 96
  Bim-Bcl-W = 0
  Bim-Bcl-2 = 0
  RGS8-Gao reg = 99

COc1cc(NC(=O)C/C(C)=N/NC(=O)C(OC)c2ccccc2)c(OC)cc1Cl (stereo not drawn)
  Bcl-B Bim block = 1
  Bcl-XL Bim block = 0
  ABCB1 inh = 0.2
  GSH bead fluor = 5
  Bfl-1 Bim block = 1
  RGS4-Gao reg = 104
  ABCG2 inh = 2
  RGS7-Gao reg = 112
  Bim-Bcl-W = 0
  Bim-Bcl-2 = 3
  RGS8-Gao reg = 106

Cc1cc(C)cc(CC2CC(=O)N(c3nc(C)cc(C)n3)C2=O)c1 (stereo not drawn)
  Bcl-B Bim block = -3
  Bcl-XL Bim block = -3
  ABCB1 inh = 0.3
  GSH bead fluor = 17
  Bfl-1 Bim block = -5
  RGS4-Gao reg = 102
  ABCG2 inh = 0
  RGS7-Gao reg = 101
  Bim-Bcl-W = -5
  Bim-Bcl-2 = -4
  RGS8-Gao reg = 106

CC(=O)Nc1cccc(C(=O)OC(C(=O)c2ccc(C)cc2)c2ccccc2)c1 (stereo not drawn)
  Bcl-B Bim block = 1
  Bcl-XL Bim block = 4
  ABCB1 inh = 0.1
  GSH bead fluor = 17
  Bfl-1 Bim block = 0
  RGS4-Gao reg = 111
  ABCG2 inh = 0
  RGS7-Gao reg = 111
  Bim-Bcl-W = 14
  Bim-Bcl-2 = 11
  RGS8-Gao reg = 109

Remaining list, next part:
SMILES	Bcl-B Bim block	Bcl-XL Bim block	ABCB1 inh	GSH bead fluor	Bfl-1 Bim block	RGS4-Gao reg	ABCG2 inh	RGS7-Gao reg	Bim-Bcl-W	Bim-Bcl-2	RGS8-Gao reg
COc1ccccc1C1=NOC(COC(=O)c2ccc(Br)cc2)C1 (stereo not drawn)	-3	-5	0.3	19	-3	100	2	98	-3	-2	100
CCOC(=O)c1ccc(NC(=O)CNS(=O)(=O)c2ccccc2)cc1	-3	-3	0.9	18	-4	94	5	93	-3	-4	100
Cc1ccc(S(=O)(=O)Nc2ccc(S(=O)(=O)Nc3ncccn3)cc2)cc1	-1	-4	0.3	26	-1	103	-4	102	1	-2	103
COc1ccc(C(=O)COC(=O)CSCc2c(C)noc2C)cc1OC	-5	0	0.6	41	-9	101	3	100	4	-7	103
Cc1nn(-c2ccccc2)c(C)c1CN	-1	-2	0.0	15	-1	103	0	98	1	5	104
CCOc1ccc(C(c2c(C)[nH][nH]c2=O)c2c(C)[nH][nH]c2=O)cc1OC	-4	-7	-0.8	28	-20	99	2	96	-1	-14	101
Cn1c(SCc2cc(=O)[nH]c3ccccc23)nnc1-c1ccc(Br)cc1	-4	0	0.2	11	-7	102	0	99	4	-7	100
Oc1cccc2c(NC(=S)Nc3ccc(OC(F)F)cc3)cccc12	-6	-7	-0.1	10	3	105	-1	100	-4	-1	102
C/C(=C\C(=O)c1ccc(Br)cc1)N1CCCCC1	0	0	0.1	10	-3	79	0	81	0	-3	92
CCn1cc([N+](=O)[O-])c(C(=O)N2N=C(c3ccc(Cl)c(Cl)c3)CC2c2ccccc2O)n1 (stereo not drawn)	0	1	1.0	10	-5	101	3	101	2	-1	100
CCCCCCCC1(C)NC(=O)N(c2ccccc2)N1 (stereo not drawn)	-3	-2	0.7	27	-2	87	4	91	-2	-1	99
CCOc1ncccc1C(=O)Nc1nnc(C2CC2)s1	-2	0	0.5	10	-8	100	5	?	0	-5	103

A draw from above in order of SMILES length, largest number first:
SMILES	Bcl-B Bim block	Bcl-XL Bim block	ABCB1 inh	GSH bead fluor	Bfl-1 Bim block	RGS4-Gao reg	ABCG2 inh	RGS7-Gao reg	Bim-Bcl-W	Bim-Bcl-2	RGS8-Gao reg
CCOc1ccc(C(c2c(C)[nH][nH]c2=O)c2c(C)[nH][nH]c2=O)cc1OC	-4	-7	-0.8	28	-20	99	2	96	-1	-14	101
CCOC(=O)c1ccc(NC(=O)CNS(=O)(=O)c2ccccc2)cc1	-3	-3	0.9	18	-4	94	5	93	-3	-4	100
Oc1cccc2c(NC(=S)Nc3ccc(OC(F)F)cc3)cccc12	-6	-7	-0.1	10	3	105	-1	100	-4	-1	102
COc1ccccc1C1=NOC(COC(=O)c2ccc(Br)cc2)C1 (stereo not drawn)	-3	-5	0.3	19	-3	100	2	98	-3	-2	100

High-throughput results as filed in PubChem.
